NadD inh: inhibitors of S. aureus NadD, primary screen, biochemical, colorimetric, uHTS | 360,000 compounds, 0.78% hits | Nicotinate-nucleotide adenylyltransferase NadD (Staphylococcus aureus N315) | inhibition, % at 20 µM | purified NadD enzyme, colorimetric absorbance read-out | AID 602399, 2012; in the data active = inhibition above about 26%; also: some compounds past the cut are filed as inactive
Neddyl block: inhibitors of cullin neddylation, primary screen, biochemical, TR-FRET, uHTS, NAE and Ubc12; NEDD8-conjugating enzyme Ubc12 (Homo sapiens) + NEDD8-activating enzyme E1 regulatory …; calls only at 25 µM; 360,000 compounds, 0.58% hits; in the data active = inhibition above about 36%
DNMT1 inh: human DNMT1 methyltransferase inhibitors, primary screen, biochemical, molecular beacon, fluorescence, HinP1I cleavage, uHTS; inhibition (reported as % activation of signal), % at 10 µM; 360,000 compounds, 0.83% hits; AID 588458, 2011; in the data active = inhibition above about 50%
CendR NRP1 mod: modulators of CendR peptide binding to NRP-1, primary screen, biochemical, fluorescence polarization, uHTS; Neuropilin-1 (Homo sapiens), O14786; FAM-RPARPAR peptide binding to NRP-1; AID 602438, 2012; 360,000 compounds, 0.85% hits; inhibition, % at 25 µM;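 active = inhibition or corrected inhibition above about 18%, plus a signal ratio from 0.5 to 1.5, limit read from the data, passing the limit was not always enough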; also: strong numbers were not always called active
Target sequence (O14786 whole entry, looked up): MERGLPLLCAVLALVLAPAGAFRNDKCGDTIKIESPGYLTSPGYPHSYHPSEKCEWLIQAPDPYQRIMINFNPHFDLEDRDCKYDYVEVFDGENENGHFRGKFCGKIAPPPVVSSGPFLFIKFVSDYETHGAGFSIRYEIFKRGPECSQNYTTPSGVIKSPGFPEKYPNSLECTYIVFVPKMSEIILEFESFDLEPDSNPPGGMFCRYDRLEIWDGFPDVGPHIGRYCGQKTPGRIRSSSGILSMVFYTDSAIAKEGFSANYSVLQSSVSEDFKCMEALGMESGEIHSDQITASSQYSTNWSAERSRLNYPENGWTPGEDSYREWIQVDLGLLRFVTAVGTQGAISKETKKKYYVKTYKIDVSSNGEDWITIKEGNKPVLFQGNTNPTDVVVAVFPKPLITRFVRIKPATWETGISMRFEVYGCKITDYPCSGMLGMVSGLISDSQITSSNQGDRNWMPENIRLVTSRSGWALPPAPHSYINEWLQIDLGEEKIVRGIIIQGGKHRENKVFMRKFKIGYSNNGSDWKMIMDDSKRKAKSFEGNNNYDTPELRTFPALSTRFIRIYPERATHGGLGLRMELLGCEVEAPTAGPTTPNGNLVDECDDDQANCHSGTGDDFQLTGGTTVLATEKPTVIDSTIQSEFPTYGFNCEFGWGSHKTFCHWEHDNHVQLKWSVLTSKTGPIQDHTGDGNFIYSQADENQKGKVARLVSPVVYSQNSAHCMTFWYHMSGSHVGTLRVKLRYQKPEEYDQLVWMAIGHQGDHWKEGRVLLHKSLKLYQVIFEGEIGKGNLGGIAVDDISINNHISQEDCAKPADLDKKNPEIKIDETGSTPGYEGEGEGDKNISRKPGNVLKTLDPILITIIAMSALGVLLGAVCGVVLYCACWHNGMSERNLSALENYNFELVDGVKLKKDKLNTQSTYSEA
Scp-1 inhibitor: Scp-1 phosphatase inhibitors, primary screen, biochemical, colorimetric, uHTS | Recombinant Scp1, phosphopeptide, malachite green phosphate absorbance | inhibition, % at 20 µM | 340,000 compounds, 0.88% hits | Carboxy-terminal domain RNA polymerase II polypeptide A small phosphatase 1 (Homo …;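 active = inhibition above about 50% at 20 µM, limit read from the data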;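 also: plate controls were DMSO wells with enzyme for no effect and wells lacking enzyme for full effect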
Target sequence (Q9GZU7 76-261 limits assumed): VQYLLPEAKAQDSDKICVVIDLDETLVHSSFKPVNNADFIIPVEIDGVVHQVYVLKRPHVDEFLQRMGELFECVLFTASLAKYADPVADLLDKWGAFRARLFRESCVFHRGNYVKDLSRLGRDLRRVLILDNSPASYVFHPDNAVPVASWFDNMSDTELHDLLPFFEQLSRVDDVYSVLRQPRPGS
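System: truncated SCP-1 phosphatase (76-261aa); medium: Tris acetate buffer pH 5.5 with MgCl2 and Tween-20; incubation: 45 min room-temperature reaction, 5 min colour, 30 min stabiliser; compound: single 20 µM dose, 1% DMSO; reagent: Phosphorylated 17-residue peptide substrate; read-out: % inhibition at 20 µM; technique: colorimetric free-phosphate detection, absorbance 630 nm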
Tb MetRS inh: T. brucei MetRS inhibitors, primary screen, biochemical, luminescence | methionyl-tRNA synthetase (Trypanosoma brucei brucei) | purified T. brucei MetRS, ATP depletion, Kinase-Glo luminescence | inhibition, % at 11.9 µM | 360,000 compounds, 0.4% hits | AID 624268, 2012;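 active = inhibition above a per-plate cutoff of the control wells' mean inhibition plus 3 SD, cut at about 5.5% in these data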;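 also: 0% = DMSO wells median and 100% = median of wells with control inhibitor compound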
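Dosing: 11.9 µM single point; system: parasite MetRS enzyme; technique: luminescence of leftover ATP; times: 15 min enzyme-compound preincubation, 2 h reaction, 10 min detection, 25 °C; replicates: each compound tested once; read-out basis: percent inhibition relative to median high and low control wells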
LMPTP block: LMPTP phosphatase inhibitors, primary screen, biochemical, fluorescence intensity, uHTS; 360,000 compounds, 0.22% hits; Low molecular weight phosphotyrosine protein phosphatase (Homo sapiens), P24666; recombinant LMPTP-A, OMFP fluorogenic substrate; inhibition, % at 20 µM;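 active = compounds that cut the enzyme signal by at least half of the control window in the single-dose screen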;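 also: plate controls were DMSO wells with enzyme plus substrate for no effect and substrate without enzyme for full effect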
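test system = LMPTP-A | amount = 0.625 nM LMPTP-A final | reagent = fluorogenic phosphatase substrate OMFP at 400 µM final | incubation = 50 min at room temperature | benchmarks = no-enzyme low control, uninhibited high control | medium = Bis-Tris pH 6.0, DTT, detergent | signal = fluorescence intensity of OMFP turnover product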
SUMO1 PPI mod: modulators of SUMO1 protein-protein interactions, primary screen, biochemical, uHTS; inhibition, % at 20 µM; 360,000 compounds, 0.33% hits; Small ubiquitin-related modifier 1 (Homo sapiens), P63165; SUMO1 binding to a labelled peptide, TR-FRET, 1 h; in the data active = inhibition above about 37%
SKN-1 block: suppressors of acrylamide-induced Pgst-4::GFP reporter in worms, primary screen, SKN-1 inhibitor project, whole organism, uHTS, GFP/RFP fluorescence ratio, strain VP596. C. elegans VP596 Pgst-4::GFP/RFP ratio, 24 h. inhibition, % at 21.8 µM. 360,000 compounds, 0.49% hits;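 active = interference check ratio from 0.5 to 1.5 plus GFP to RFP signal ratio inhibition reaching or exceeding a fixed threshold, cut at about 30% in these data, passing the limit was not always enough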; also: some compounds called inactive have numbers as strong as hits
STEP block: STEP phosphatase inhibitors, primary screen, biochemical, fluorescence intensity, uHTS; recombinant STEP, OMFP fluorogenic substrate; inhibition, % at 20 µM; 360,000 compounds, 0.25% hits; AID 588621, 2011;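 active = inhibition at 20 µM, scaled per plate between control wells, above about 37%, limit read from the data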;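 also: 0% = DMSO with enzyme and substrate and 100% = substrate only without enzyme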
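Material: STEP (striatal-enriched tyrosine phosphatase) enzyme, cell-free; Compound dosing: 20 µM single dose in 1% DMSO; Technique: fluorescence read at 480 nm ex / 540 nm em; Times: reaction 20 min, ambient temperature; Medium: 50 mM Bis-Tris pH 6.0 with 2.5 mM DTT and 0.005% Tween 20; Also added: OMFP at 25 µM.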
Active calls of the source: *; i = inactive; . = not tested or not shown. Hits appear at their usual frequency, and some 4.6% of all compounds hit somewhere here.

The opening 2 compounds (preview)
SMILES	NadD inh	Neddyl block	DNMT1 inh	CendR NRP1 mod	Scp-1 inhibitor	Tb MetRS inh	LMPTP block	SUMO1 PPI mod	SKN-1 block	STEP block
O=C1CCCC/C=C\C[C@H](CC(=O)N(CCO)Cc2ccccc2)C(=O)N[C@@H](Cc2ccccc2)CO1	-2	i	1	-1	-4	0.4	-0.1	3	3	2
O=C(c1ccc(F)cc1)C1CCN(C(=O)NC2CCCCC2)CC1	-5	i	0	-4	2	-0.4	0.9	0	-4	-2

All compounds of this part, previewed entries included:
SMILES	NadD inh	Neddyl block	DNMT1 inh	CendR NRP1 mod	Scp-1 inhibitor	Tb MetRS inh	LMPTP block	SUMO1 PPI mod	SKN-1 block	STEP block
O=C1CCCC/C=C\C[C@H](CC(=O)N(CCO)Cc2ccccc2)C(=O)N[C@@H](Cc2ccccc2)CO1	-2	i	1	-1	-4	0.4	-0.1	3	3	2
O=C(c1ccc(F)cc1)C1CCN(C(=O)NC2CCCCC2)CC1	-5	i	0	-4	2	-0.4	0.9	0	-4	-2
CCOCCCNC(=S)N(Cc1ccco1)Cc1cc2cc3c(cc2[nH]c1=O)OCCO3	-2	i	-3	0	-5	0.2	0.2	2	19	4
Cc1c(OCC(=O)NCCCn2ccnc2)ccc2c3c(c(=O)oc12)CCC3	-3	i	3	-2	-7	-0.1	-2.0	0	15	-1
COc1ccc(N(C)S(=O)(=O)c2cccc3cccnc23)c(OC)c1	-2	i	5	1	-4	-0.7	-0.7	-1	9	1
COc1ccc(N=CC2=C(O)CC(C)(C)CC2=O)cc1	-1	i	-4	16	-7	-1.3	-0.8	-14	-37	-2
COc1ccc(C)cc1Nc1n[n+](C)c(-c2ccc(O)cc2O)s1	2	i	-5	14	4	-0.4	-1.0	3	11	0
CCc1ccc(NC(=O)CSc2nnc(CNC(=O)c3ccc(OC)cc3)o2)cc1	-3	i	-3	16	-5	-0.1	-0.5	4	7	-1
O=C1C2CCCN2C(=O)N1CCCCN1CCN(c2cccc(C(F)(F)F)c2)CC1 (stereo unspecified)	-6	i	-2	-2	1	-0.7	-6.9	-2	3	-3
CCOC(=O)c1nnn(-c2nonc2N)c1-c1ccc(OC)cc1	-5	i	-1	-7	5	-0.4	0.0	2	16	1
CC1CCN(S(=O)(=O)c2cccc(-c3cn4cc(Cl)ccc4n3)c2)CC1	-1	i	-7	8	-7	-0.2	2.3	-4	9	0
COc1ccc(-n2nc(C(=O)NCC(=O)Nc3cc(OC)c(OC)c(OC)c3)c3ccccc3c2=O)cc1OC	-8	i	-7	0	3	-0.2	-0.4	21	-2	-3
O=C(CC1SC(N2CCCC2)=NC1=O)Nc1ccc(C(=O)N2CCCC(C(F)(F)F)C2)cc1 (stereo unspecified)	-3	i	1	-12	-1	-0.4	-0.2	2	-3	1
CC(NC(=O)/C=C/c1ccccc1[N+](=O)[O-])C1CC2CCC1C2 (stereo unspecified)	-5	i	-1	16	-10	1.3	1.2	-15	10	-1
C[C@H]1C(=O)N(C)CCN1C(=O)c1ccc(OC2CCN(CCc3ccccc3)CC2)cc1	-7	i	6	-3	.	-0.1	-2.5	5	15	-2
Cn1c(Cc2cccs2)nnc1SC/C=C/c1ccccc1	5	i	0	9	14	-0.6	-1.4	-5	8	3
COc1ccc(C(=O)Nc2ccc(S(=O)(=O)N3CCCCC3)cc2)cc1	-6	i	-6	-4	-11	-0.1	0.5	8	6	2
COc1ccc(/C=N/N(c2ccccc2)c2ccccc2)cc1O	-7	i	-12	-1	-14	0.0	2.0	0	19	0
COC(=O)c1cc(OC)c(OC)cc1NC(=O)Cc1cccs1	-6	i	-4	-5	-9	-0.1	0.4	3	4	1
O=C(CSC1CCCCC1)Nc1ccccc1Br	-9	i	5	-2	-7	-0.8	-0.5	-2	9	-3
CN1CCN(S(=O)(=O)c2ccc3[nH]cc(C(=O)O)c(=O)c3c2)CC1	-3	i	0	-1	-8	1.7	-2.7	1	-6	0
CCC(c1nnnn1-c1ccc2c(c1)OCCO2)N1CCN(C(C)=O)CC1 (stereo unspecified)	-2	i	.	3	.	-0.4	0.4	1	0	.
CNC(=O)C[C@@H]1CC[C@@H]2[C@H](COC[C@H](O)CN2S(=O)(=O)c2ccccc2Cl)O1	.	i	.	32*	.	-0.4	-2.4	0	1	.
COc1ccc(-n2ncc3c2CC(C)(C)CC3NC(=O)CCc2c(C)noc2C)cc1 (stereo unspecified)	-1	i	1	9	-5	-0.3	-0.7	9	-9	0
CC(=O)Cn1c(CN2CCN(C(=O)c3ccco3)CC2)nc2c1c(=O)n(C)c(=O)n2C	4	i	-1	15	-3	-0.5	-0.8	18	-4	-2
COc1ccc(-c2n[nH]c(=S)n2-c2ccc3c(c2)OCCO3)cc1	-1	i	2	3	0	0.5	-1.7	4	4	1
CCOc1ccc(S(=O)(=O)Nc2ccc(C(=O)N3CCCC3)cc2)cc1C(N)=O	8	i	1	-2	-2	0.6	-0.7	-4	2	0
CCc1ccc(OCC(=O)N2CCN(c3ccccc3F)CC2)cc1	-1	i	-1	6	2	-0.1	-0.6	-3	-2	3
O=C(COC(=O)C12CC3CC(CC(C3)C1)C2)NC12CC3CC(CC(C3)C1)C2	-1	i	0	2	10	-0.2	3.3	-2	21	0
CN(C)/C=C(\C#N)C(=O)Nc1ccc(F)c(Cl)c1	-1	i	-1	8	-8	1.2	-1.3	1	8	1
COc1ccc(Cl)cc1NS(=O)(=O)c1cccc(C(=O)NCC(c2ccco2)N2CCCC2)c1 (stereo unspecified)	-6	i	0	-8	1	-0.1	2.7	-2	8	-2
O=C(CCCC1=NS(=O)(=O)c2ccccc2N1)NCCc1ccc(Cl)cc1	-6	i	0	16	-9	1.9	-0.8	1	0	-2
CC(=O)N1CCN(C(c2ccccc2)c2nnnn2C(C)(C)C)CC1 (stereo unspecified)	-4	i	.	3	.	-0.1	-0.9	-4	14	.
CN1CCN(S(=O)(=O)c2cccc(C(=O)Nc3ccccc3N3CCCCC3)c2)CC1	-10	i	-1	12	-8	-0.6	2.0	5	-12	4
COc1ccc2cc(CN(Cc3ccco3)C(=S)NCC3CCCO3)c(=O)[nH]c2c1 (stereo unspecified)	-9	i	-4	-1	-2	-0.6	0.3	4	7	3
COc1ccc(C(=O)OCC(=O)N(C)C2CCS(=O)(=O)C2)cc1S(=O)(=O)N(C)Cc1ccccc1 (stereo unspecified)	2	i	-2	11	0	-0.3	-0.7	7	-6	0
Cc1cccc(Sc2c(C=O)c3ccccc3n2C)c1	-3	i	-3	4	-2	-0.6	2.7	-2	0	1
COc1cccc(CN(CC2CCCO2)S(=O)(=O)c2ccc(-n3cnnn3)c(OC)c2)c1 (stereo unspecified)	-40	i	-2	7	-6	0.0	0.9	-1	5	2
O=C(Nc1ccccc1C(=O)O)/C(=C/c1ccc([N+](=O)[O-])cc1)NC(=O)c1ccc(Br)o1	4	i	2	-16	-6	-0.7	-1.0	-2	3	3
CCN(CC)C(=O)Cn1cc(C(=O)C(=O)NCc2ccccn2)c2ccccc21	-2	i	2	-32	-6	-0.3	-0.5	-10	4	3
CN1OC[C@@H]2CN[C@H](c3cccc(N4CCOCC4)c3)C[C@@H]21	-5	i	4	0	.	-1.3	-0.7	2	-17	-3
C[C@H](CO)N1C[C@H](C)[C@@H](CN(C)C(=O)Nc2ccc3c(c2)OCO3)Oc2c(NS(=O)(=O)c3cn(C)cn3)cccc2C1=O	-1	i	-1	8	3	-0.3	-1.3	3	11	-1
O=C(COC(=O)c1cc(S(=O)(=O)N2CCCC2)ccc1O)Nc1ccccc1Br	-1	i	3	11	-6	-0.5	-0.6	6	6	0
CC1=C(C(=O)N2CCOCC2)CC(CC(=O)NCC2CCCCC2)C(=O)N1CCC1=CCCCC1 (stereo unspecified)	0	i	0	2	.	0.7	-1.6	5	-3	0
N#CC1=C(N)C(C#N)(C#N)[C@H](c2ccoc2)[C@H]2CN(Cc3ccccc3)CC=C12	12	i	-9	85	-4	0.5	8.2	8	19	-5
CCOC(=O)c1c(C)c(-c2ccccc2)n(CC(=O)N2CCCC2)c1C	2	i	0	-4	-14	0.0	-0.6	-2	0	-1
COc1ccc(C(=O)c2[nH]c(N)c(C(=O)NCCc3c[nH]c4ccccc34)c2-c2c(F)cccc2Cl)cc1	26	i	.	2	.	-1.4	0.3	-2	10	.
Cc1cc(NS(=O)(=O)c2ccc(NC(NC(=O)C(C(F)(F)F)C(F)(F)F)(C(F)(F)F)C(F)(F)F)cc2)no1	2	i	4	-17	-5	-0.4	-3.5	6	4	1
Cc1nnc2ccc(-c3ccc(NC(=O)c4cccnc4Cl)cc3)nn12	3	i	-6	2	-13	-0.3	-1.6	-20	-2	-2
Cc1ccc(Cl)cc1NC(=O)CSc1sc2c(O)cc(=O)[nH]c2c1C#N	4	i	15	-22	56*	-0.4	11	6	5	6
O=C(Cn1cnc2ccccc2c1=O)c1ccc2c(c1)OCCO2	1	i	-4	15	-18	-0.9	-1.7	0	0	-2
Cc1cccc(C)c1NC(=O)C1CCCN1C(=O)OC(C)(C)C (stereo unspecified)	2	i	-3	-26	-6	-0.2	-1.2	-1	6	3
CCNC(=O)Cc1ccc(NS(=O)(=O)c2ccc(F)cc2)cc1	4	i	-2	-11	4	-1.1	-1.3	-3	-31	-2
COc1ccc(Nc2nc(N)c([N+](=O)[O-])c(N3CCOCC3)n2)cc1	-1	i	-2	-8	-7	-0.9	1.8	-14	2	0
Cc1sc2ncnc(Sc3ccccc3C(=O)O)c2c1C	-5	i	-2	12	-5	0.3	-0.8	0	1	2
O=C(CNC(=O)c1ccccc1)Oc1cccc(Cl)c1	3	i	0	-31	-7	-0.1	-1.9	3	12	-2
